p53 reactivation: mutant p53 re-activation in reporter cells. H1299 p53-A138V BP100-luciferase reporter, luminescence, 24 h. 320,000 tested, 0.063% active. Potency, µM (series often up to 92.2 µM), inactives show at the top dose activity change, positive = activation, hits mostly activators; further: potency means the concentration at half of the fitted maximal effect; % of control where 0% means no effect; nearly all actives have a fitted effect of over 45% in size
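p53-null H1299 cells stably carrying temperature-sensitive p53-A138V and a BP100-luciferase reporter were pinned with compounds (4-point, 1:5 series) and held 24 hrs at 37 deg C. Luminescence was read 10 min after detection reagent.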
PTAP TSG101 blk: blocks PTAP/TSG101 interaction to inhibit HIV-1 budding. Q99816. Fluorescence polarization, FITC-PTAP peptide / Tsg101 binding. Potency, µM (series often up to 115 µM), without a hit: at the top dose activity change, negative = inhibition, hits mostly inhibitors. 340,000 tested, under 10 active; active means well fitted inhibition curve with a large enough effect in the main read-out, with a control signal flat, not every such curve was filed as active; inconclusive means small, poorly fitted or top-dose-only effect, or effect the other way, or a change in a side signal; inactive means no such curve, though single readings can be large or run the other way; further: potency means the concentration at half of the fitted maximal effect; % of control where 0% means no effect
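Compounds were pin-transferred onto Tsg101 binding domain (10 uM final) in HEPES pH 7.5 buffer, then FITC-PTAP peptide was added at 50 nM final. After 20 min at RT, polarization reported peptide displacement across a qHTS concentration series.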
CXXC DNA block: MLL CXXC-DNA interaction inhibition; Potency, µM (doses to about 115 µM), for inactives: at the top dose activity change, negative = inhibition, hits mostly inhibitors; 290,000 tested, 0.037% active; MLL-CXXC / FITC-HOXA9 DNA fluorescence polarization; AID 2662; Q03164; active means well fitted inhibition curve with a large enough effect in the polarisation, with a control signal flat, not every such curve was filed as active; inconclusive means small, poorly fitted or top-dose-only effect, or effect the other way, or a change in a side signal; inactive means no such curve, though single readings can be large or run the other way; the % refers to the polarisation; further: potency means the concentration at half of the fitted maximal effect
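Purified MLL-CXXC (added from a 7 uM solution) was preincubated 5 min at ambient with pinned compounds in 50 mM Tris-HCl pH 7.5, 50 mM NaCl, 1 mM DTT, 0.05% BSA. Fluorescein-labeled HOX-A9 DNA (50 nM solution) followed, 30 min, then polarization read.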
BRCA1 expr up: increases BRCA1 expression; MCF7-BRCA1-FFLuc reporter, luminescence, 48 h; response scale: scaled: vehicle 0%, 10 µM genistein 100%; Potency, µM (titrated, usually from 46.1 µM), inactives show at the top dose activation, actives largely listed as activators; 380,000 tested, 1.1% active; AID 624202; further: potency means the concentration at half of the fitted maximal effect; nearly all actives have a fitted effect of over 80% in size; some results filed as inactive show a strong effect at the top dose
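48 h compound treatment of MCF7-BRCA1-FFLuc cells (phenol-red free MEM, 37 °C), then 15 min with luciferase substrate and luminescence imaging.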
TRPV1 ag: activates the human vanilloid receptor TRPV1. TRPV1-expressing cells, Fluo-8 calcium influx, agonist mode. activation, % at 8.33 µM. 320,000 tested, 0.19% active. Q8NER1. AID 540275; in the data active means activation above about 80%; inconclusive means between about 30% and that limit; further: 0% is about no effect
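Fluo-8 calcium influx in TRPV1-expressing cells, kinetic read (ex 480/em 520 nm). Compound added and read 3 min for agonist activity, followed by capsaicin at EC20 final and 2 min further read for enhancement.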
a7 integrin act: integrin-mediated muscular dystrophy alleviation activation. alpha7betagal myoblasts, beta-gal FDG fluorescence, 48 h. Potency, µM (titrated, usually from 38.3 µM), for inactives: top-dose activation, most hits filed as activators. 350,000 tested, 0.064% active. AID 624291;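 further: potency means the concentration at half of the fitted maximal effect; 100% = response of the positive control SU9516; nearly all actives have a fitted effect of over 60% in size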
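alpha7betagal+/- myoblasts (passage 13, 250/well) treated 48 h at 37C with compounds at 1:260 dilution of DMSO stock. Lysed, then beta-galactosidase activity read as FDG fluorescence (ex 480/em 540) after 30 min, with pre-read for autofluorescence.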
TCR activator: T cell receptor activation | Potency, µM (doses to about 9.22 µM), for the others: at the highest dose activation of IL-2 secretion, most hits filed as activators | 330,000 tested, under 10 active | primary human leukocytes, anti-CD3, IL-2 HTRF, 48 h; further: % of control where 0% means no effect
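IL-2 release read by HTRF sandwich (Eu cryptate donor, d2 acceptor, 665 nm emission) after 48 hr exposure of primary human leukocytes to compound together with anti-CD3 beads in the absence of co-stimulatory signals.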
B2AR arrestin: beta2AR (human) beta-arrestin recruitment activity; 330,000 tested, 0.02% active; beta-arrestin recruitment to beta2AR, cell-based reporter; Potency, µM (highest dose often 46.1 µM), for the others: at the highest dose activation, hits mostly activators;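 further: potency means the concentration at half of the fitted maximal effect; 0% = DMSO controls and full agonism = EC100 isoproterenol or metaproterenol; nearly all actives have a fitted effect of over 65% in size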
ELG1 repair inh: inhibitors of ELG1-dependent DNA repair in HEK293T cells | HEK293T ELG1-luciferase reporter, luminescence, 16 h; DNA damage induced by 5-fluorouridine | Potency, µM (highest dose often 46.1 µM), for the others: at the highest dose activity change, negative = inhibition, actives largely listed as inhibitors | 330,000 tested, 2.3% active; further: potency means the concentration at half of the fitted maximal effect; on the % scale 0 is the no-effect control and ±100 the full control effect; nearly all actives have a fitted effect of over 55% in size
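Reporter activity after DNA damage by 5-fluorouridine is monitored. Compound-treated cells incubate 16 hr at 37 °C, then ONE-Glo is added for 30 min before luminescence reading.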
A-T KAP1 phos: potential ataxia-telangiectasia treatments restoring KAP-1 phosphorylation | […] A-T fibroblasts, KAP-1 phosphorylation AlphaLISA; neocarzinostatin DNA damage 30 min before lysis | Potency, µM (top dose mostly 57.5 µM), for the others: at the top dose activation, actives largely listed as activators | 320,000 tested, 0.19% active | AID 485349; further: potency means the concentration at half of the fitted maximal effect; % of control where 0% means no effect; nearly all actives have a fitted effect of over 45% in size
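hTERT-immortalized A-T patient fibroblasts ([…]), 500 cells/well in OPTI-MEM, 1% FBS, got compounds for 60 min, then NCS for 30 min at 37C. Lysates were then assayed for phospho-KAP-1 by AlphaLISA (anti-pKAP1 donor, anti-KAP1 acceptor beads), 6 hr at 25C.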
Active calls of the source: *; ? = inconclusive; · = no result given; [ ] = another dose, or the depositor's remark. Unless noted, the call rests on the fitted dose curve; in most records, active means well fitted curve in the direction sought with a large enough effect; inconclusive means small, poorly fitted or top-dose-only effect, or another doubt; inactive means no such curve, though single readings can be large; an effect the other way counts as inactive or inconclusive.

cpd	mol	p53 reactivation	TRPV1 ag	CXXC DNA block	B2AR arrestin	A-T KAP1 phos	PTAP TSG101 blk	TCR activator	ELG1 repair inh	BRCA1 expr up	a7 integrin act
1	O=S(=O)(c1ccc(Cl)c(C(F)(F)F)c1)N1CCN(CC(O)COCC2CCCO2)CC1 (stereo not given)	-7%	3	8%	0.4%	4%	-6%	0%	0%	-1%	15%
2	Cc1ccc2c(C)c(C(=O)Nc3ccc(S(=O)(=O)Nc4onc(C)c4C)cc3)oc2c1	-1%	3	-23%	-0.1%	1%	-2%	4%	2%	-5%	-3%
3	Cc1cccc2nc(CSc3nc4ccc([N+](=O)[O-])cc4[nH]3)cn12	-12%	-9	-9%	-0.4%	3%	?	8%[46.1 µM]	5%	17%	6%
4	Cc1cc(OC(C)C(=O)N2CCN(c3ccc(F)cc3)CC2)c2c(C)c(C)c(=O)oc2c1 (stereo not given)	-9%	-1	0%	0.2%	3%	-5%	-1%	-21%	0%	6%
5	CCC(C)(C(=O)NC1CCCC1)N(Cc1cccs1)C(C)=O (stereo not given)	-11%	-1	13%	-0.1%	1%	-4%	-3%[46.1 µM]	-1%	-7%	8%
6	O=C(Nc1cc([N+](=O)[O-])ccc1N1CCCC1)c1ccco1	-4%	-1	7%	-0.2%	-2%	-3%	-10%	-13%	2%	-17%
7	Cc1ccc(NC(=O)[C@@]2(CC(=O)O)CC(/C=C/c3ccccc3)=NO2)c(C)c1	1%	2	-3%	0.5%	-6%	0%	-5%	2%	5%	11%
8	CC(C)C(NC(=O)c1ccccc1)C(=O)OCc1cc([N+](=O)[O-])cc2c1OCOC2 (stereo not given)	1%	-6	7%	-0.1%	4%	0%	5%[46.1 µM]	-10%	-30%	-8%
9	COc1cc(C(=O)OCC(=O)Nc2ccc(C)cc2)cc(OC)c1OC	-6%	18	?	0.4%	9%	-2%	-3%	-8%	-21%	-26%
10	CN(Cc1ccccc1)S(=O)(=O)c1ccc2c(c1)NC(=O)CC(=O)N2	-7%	7	8%	-0.4%	2%	-7%	4%	8%	-12%	15%
11	CCCCSc1nc(C)c(C(C)=O)cc1C#N	11%	10	2%	0.5%	4%	-3%	-40%	?	?	20%
12	Cc1noc(C)c1CSc1nc2ccccc2n1C	4%	-2	-3%	0.0%	-1%	-1%	-1%	?	18%	14%
13	CC(=O)Nc1ccc(S(=O)(=O)NCC(=O)NCCCc2ccccc2)cc1	-4%	-4	24%	-0.3%	-1%	-2%	1%	10%	-31%	11%
14	O=C(COC(=O)c1ccccc1-c1nc2ccccc2s1)Nc1ccccc1C(F)(F)F	-17%	9	13%	-0.9%	6%	-2%	2%[46.1 µM]	23µM*	-1%	17%
15	Cc1ccnc(NC(=O)C(C)n2cc([N+](=O)[O-])cn2)c1 (stereo not given)	-5%	2	2%	0.1%	2%	1%	·	?	0%	-12%
16	CCN(CC)S(=O)(=O)c1cc([N+](=O)[O-])ccc1NNC(=O)Nc1ccc(Cl)c(Cl)c1	4%	0	-11%	-0.2%	·	1%	2%	-25%	-73%	-65%[inhibitor]
17	COc1ccccc1N1CCN(CCCNC(=O)C2CCCN(c3ncnc4c3nc3n4CCCCC3)C2)CC1 (stereo not given)	-2%	0	-6%	-0.3%	-9%	1%	-2%	12µM*	-25%	-58%[inhibitor]
18	Cc1ccc(CCNC(=O)CCS(=O)(=O)c2cc3c(cc2C)NC(=O)CO3)cc1	15%	-2	·	-0.4%	-6%	-7%	-2%	21%	-4%	23%
19	CC1(c2ccc(OC(F)F)cc2)NC(=O)N(CC(=O)Nc2ccc(N3CCCCC3)cc2)C1=O (stereo not given)	1%	3	·	-0.6%	-12%	-4%	4%	0%	-36%	1%
20	NC(=O)c1ncn([C@@H]2O[C@H](CNCc3cccc(OC4CCCC4)c3)[C@@H](O)[C@H]2O)n1	·	·	·	·	·	-3%	15%	·	12%	-15%
21	O=C(O)CN1C(=O)C2C3CC(C2C1=O)C1C(c2ccccc2)c2sc(=O)[nH]c2SC31 (stereo not given)	-4%	-3	6%	-0.6%	3%	0%	-6%	11%	0%	-1%
22	CC1SC(C)C(=O)N(CC(=O)Nc2ccc([N+](=O)[O-])cc2)C1=O (stereo not given)	-2%	2	8%	0.3%	-3%	-2%	·	-4%	-7%	-2%
23	O=C(CN1C(=O)c2cccc3cccc(c23)C1=O)NCCCO	3%	0	4%	-0.1%	-6%	-1%	-8%	8%	8%	-37%
24	CN1CCN(S(=O)(=O)c2ccc(NC(=O)Cc3ccc([N+](=O)[O-])cc3)cc2)CC1	2%	3	-2%	0.5%	3%	-2%	3%	8%	-6%	?
25	COc1cc(OC)c(C(=O)COc2ncnc3ccccc23)c(OC)c1	-5%	-3	-4%	-0.4%	1%	-1%	3%	-20%	9%	-22%
26	COc1ccccc1OCc1ccc(C(=O)N2CCN3CCCC3C2)cc1 (stereo not given)	3%	4	-12%	0.3%	·	0%	2%	-6%	19%	9%
27	COc1cc(N=c2ssnc2Cl)cc(OC)c1	-6%	7	10%	0.1%	-4%	-1%	1%	-24%	-78%[inhibitor]	-30%
28	Cc1ccccc1CSCCNC(=O)CN(c1ccc2c(c1)OCO2)S(C)(=O)=O	-5%	0	1%	-0.6%	7%	-5%	3%	?	-2%	23%
29	O=C(Nc1ccc(Br)cc1)c1cccc(NC(=O)C2C3CC4OC(=O)C2C4C3)c1 (stereo not given)	8%	5	0%	0.4%	·	-3%	1%	11%	32%	-1%
30	O=C(NCCCn1ccnc1)c1c(F)cccc1F	-4%	1	16%	0.2%	28%	-2%	4%	-5%	0%	?
31	CCOc1ncccc1C(=O)OCC(=O)Nc1ncc(C(F)(F)F)cc1Cl	5%	0	-6%	-0.6%	·	-2%	9%	6%	-1%	1%
32	O=C(NCc1ccncc1)c1ccc(NS(=O)(=O)c2cccc([N+](=O)[O-])c2)cc1	0%	-2	·	-0.5%	-3%	0%	-1%	9%	-12%	9%
33	COc1cccc(C(=O)NNC(=O)CCN2CCN(c3ccccc3)CC2)c1	20%	·	·	2.5%	11%	0%	7%	2%	-9%	8%
34	COc1cccc(NC(=O)C2CCN(S(=O)(=O)c3ccc4[nH]c(=O)oc4c3)CC2)c1	3%	-3	1%	0.0%	3%	-3%	-5%	16%	11%	22%
35	Cc1ccc(C(=O)CSc2nnc(C)s2)cc1	?	20	9%	0.3%	-1%	2%	11%[46.1 µM]	?	?	0%
36	COc1cc2c(cc1OC)CN(C(=O)CSc1ccc(F)cc1)CC2	6%	5	·	0.0%	-6%	-4%	·	-5%	-3%	4%
37	CC1(C)Cc2c(C#N)c(N)n(-c3ccccc3)c(=O)c2CO1	2%	2	-3%	-1.4%	-2%	0%	3%	-4%	-4%	7%
38	C1=CC2c3ccccc3NC(c3ccncc3)C2C1 (stereo not given)	0%	5	18%	2.7%	4%	-5%	1%	3%	-17%	-18%
39	CSc1nc(-c2ccccc2)nc(N2CCOCC2)c1C(C)=O	5%	17	-4%	0.2%	1%	-5%	-9%	?	-29%	-6%
40	CC(CN(C)Cc1ccccc1)OC(=O)C1COc2ccccc2O1 (stereo not given)	0%	·	0%	-0.9%	7%	-3%	1%	13%	3%	0%
41	CCc1sc(C(=O)NCc2ccco2)cc1C	13%	0	3%	-0.1%	4%	-2%	3%	6%	43%	-19%
42	Cc1nc2c(-c3ccc(F)cc3)cnn2c(N)c1-c1ccccc1	?	1	-4%	-0.9%	16%	-7%	-2%	?	4%	-8%
43	COc1ccc(-c2cc3c(=O)n(CC(=O)NCc4ccc(F)cc4)ncn3n2)cc1	·	2	·	-0.7%	4%	-2%	-2%	?	67%	-6%
44	COCCNC(=O)c1ccc(C2SCC(=O)N2CCc2ccccc2)cc1 (stereo not given)	·	-1	-1%	-1.2%	-2%	-6%	12%	18%	1%	-36%

From PubChem BioAssay
